TLR9-MyD88 block = inhibitors of human TLR9-MyD88 binding; Q9NR96+Q99836; CHO BLA complementation TLR9-MyD88, CCF4 FRET ratio; inhibition, % at 4.98 µM; 340,000 compounds, 0.21% hits; AID 504734;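 active = inhibition above the mean over all tested compounds plus 3 SD, cut at about 21% in these data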;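 also: 0% = DMSO only wells and 100% = clavulanate BLA inhibitor control wells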
Vif imaging = inhibitors of HIV Vif; HEK293T cells, Vif self-association by quenched fluorescence, imaging, 24 h; 340,000 compounds, 0.35% hits; AID 602346; inhibition, % at 7.49 µM; in the data active = inhibition above about 50%, passing the limit was not always enough; also: some results filed as inactive read as strong as hits
EBV LMP1 NFkB = inhibitors of Epstein-Barr LMP1-induced NF-kappaB reporter | LMP1-induced NF-kappaB luciferase reporter cells, luminescence | 350,000 compounds, 0.69% hits | inhibition, % at 12.5 µM; in the data active = inhibition above about 41%;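 also: 0% = neutral control wells and 100% = reference inhibitor control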
NCOA2 inhibitor = human SRC2 (NCOA2) inhibition; Q15596; HEK293 GAL4-SRC2 luciferase reporter, luminescence; inhibition, % at 9 µM; 370,000 compounds, 0.17% hits;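 active = inhibition above the mean inhibition of all tested compounds plus 3 SD, set per campaign, cut at about 52% in these data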;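 also: 0% = DMSO treated cells and 100% = cells given Gossypol at 36 µM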
TRAIL sens C8 = caspase-8 TRAIL sensitization; NB7+C8 cells + TRAIL, ATPlite viability luminescence; inhibition (viability loss, TRAIL sensitization), % at 10 µM; 360,000 compounds, 1% hits; AID 624354;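 active = compounds causing at least 50% loss of cell viability in the single-dose screen, relative to plate controls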
SRC3 inh = inhibits human SRC3 coactivator; Q9Y6Q9; HEK293 GAL4-SRC3 luciferase reporter, luminescence; inhibition, % at 3.6 µM; 360,000 compounds, 0.17% hits; AID 588352;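 active = inhibition above a per-campaign cutoff, the mean of all compounds plus 3 SD, cut at about 60% in these data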;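 also: 0% = DMSO-treated cells and 100% = gossypol-treated cells at 36 µM; higher means less SRC3-driven luciferase light from the GAL4 reporter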
NR5A2 inv ag = inverse agonists of human LRH-1 (NR5A2); O00482; HEK293T StAR-luciferase reporter, LRH-1 transfected, 24 h; inhibition, % at 3.6 µM; 360,000 compounds, 0.13% hits; AID 602396;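 active = inhibition above the mean inhibition of all tested compounds plus 3 SD, cut at about 73% in these data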;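 also: 0% = DMSO wells and 100% = reporter-only cells lacking LRH-1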
NCOA1 inh = inhibits human SRC1 coactivator | HEK293 GAL4-SRC1 luciferase reporter, luminescence | Q15788 | AID 588354 | 360,000 compounds, 0.12% hits | inhibition, % at 3.6 µM;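 active = inhibition above the campaign mean plus 3 SD, with each screening campaign given its own cutoff, cut at about 60% in these data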;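 also: 0% = DMSO treated cells and 100% = gossypol at 36 µM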
NOD2 RIPK2 PPI = blocks binding of human NOD2 to RIPK2 | 360,000 compounds, 0.38% hits | CHO BLA complementation NOD2-RIPK2, CCF4 ratio | O43353 | AID 624267 | inhibition, % at 4.98 µM; in the data active = inhibition above about 21%;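 also: 0% = vehicle only and 100% = reference blocker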
TROY signal inh = inhibitors of TROY-dependent NF-kB signaling; Q293 LMP1-TROYcd NF-kB luciferase reporter, 4 h; inhibition, % at 10 µM; 360,000 compounds, 0.98% hits; AID 1347056;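 active = compounds whose plate-normalised and pattern-corrected inhibition of the luciferase reporter signal at the single screening dose is 50% or more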
COUP-TFII inh = blocks human COUP-TFII nuclear receptor | P24468 | HEK293T NGFI-A luciferase reporter, luminescence | inhibition, % at 8.6 µM | 370,000 compounds, 0.7% hits | AID 686940;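 active = inhibition above a per-plate cutoff, mean inhibition of test wells between control levels plus 3 SD, cut at about 38% in these data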;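 also: cells cotransfected with COUP-TFII expression vector driving the NGFI-A reporter; 0% = median of COUP-TF2 test wells and 100% = reporter-only cells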
* hit, by the source's call; / = not tested or not shown. A portion of the library; count on the stated rates, not on these rows.

Fields – TLR9-MyD88 block	Vif imaging	EBV LMP1 NFkB	NCOA2 inhibitor	TRAIL sens C8	SRC3 inh	NR5A2 inv ag	NCOA1 inh	NOD2 RIPK2 PPI	TROY signal inh	COUP-TFII inh
> Cc1ccc(-c2csc3ncnc(N4CCN(C(=O)c5ccccc5)CC4)c23)cc1
 : -12	-1	6	11	-7	4	-6	4	-9	10	6
> Cc1ccc(S(=O)(=O)N2CCC(C(=O)OC(C)C(=O)NC(N)=O)CC2)cc1C (stereo unspecified)
 : 5	-5	0	10	-14	-4	-7	-105	-9	6	5
> O=C(O)c1cnc(-c2ccccc2)nc1Sc1ccccc1Cl
 : -4	-11	-4	-14	-6	-14	-2	8	2	21	-10
> c1cncc(-c2nc(-c3ccco3)cs2)c1
 : -5	13	-6	-10	-5	-4	-50	-25	-2	1	-21
> C#CCOCCOCCOCCNc1nc(N2CCN(C(=O)Cn3cc(CC(C)O)nn3)CC2)nc(N2CCN(C(=O)[C@H](C)n3cc(CCC(=O)O)nn3)CC2)n1 (stereo partly specified)
 : -1	-1	0	-21	-3	-3	21	-8	-4	2	-20
> CCc1cc(C(=O)Nc2cc(S(=O)(=O)N(CC)CC)ccc2N2CCOCC2)sc1C
 : -2	-11	-1	14	12	0	-6	-14	-9	-24	-5
> CCCCC(C(=O)O)C(C)CC(=O)Nc1ccn(-c2ccccc2)n1 (stereo unspecified)
 : -8	-8	-4	2	-11	-4	-5	-2	1	-17	-4
> CCn1c(SCC(=O)Nc2ccc3c(c2)OCO3)nnc1C1CC1
 : 3	11	-6	21	20	22	18	-15	4	1	2
> Cc1cccc(C)c1NC(=O)NC1(C(=O)NCCCN2CCOCC2)CCCCC1
 : -5	7	-11	13	-3	-7	0	-21	-8	-3	6
> CCC(C(=O)NC1CCCC1)N(Cc1ccco1)C(=O)CNS(=O)(=O)c1ccccc1 (stereo unspecified)
 : 3	11	-6	-2	9	5	0	-2	-11	4	0
> CC(Sc1nnnn1C)C(=O)Nc1nc(-c2ccc(F)c(F)c2)cs1 (stereo unspecified)
 : -14	-5	5	14	9	6	23	-1	-6	5	14
> CSc1ccccc1NC(=O)CN1CCN(Cc2ccccc2)CC1
 : 6	3	-6	/	-1	10	-3	7	-3	6	/
> CSCCC(NS(=O)(=O)c1ccccc1)C(=O)OCc1nc2ccsc2c(=O)[nH]1 (stereo unspecified)
 : -8	29	4	-23	11	7	22	5	1	-14	5
> C[C@@H]1CN([C@H](C)CO)C(=O)CCCn2nncc2CO[C@H]1CN(C)C(=O)Nc1cccc2ccccc12
 : 0	-6	0	-11	-2	-4	-5	13	-3	44	-5
> CC1CC1C(=O)N(C)CC(=O)Nc1cccc(F)c1 (stereo unspecified)
 : 1	5	2	1	7	2	10	-5	-6	-10	6
> NC(c1csc(Nc2ccc(C(=O)NCCCO)cn2)n1)C1CCCCC1 (stereo unspecified)
 : /	12	/	-2	-8	-1	21	5	6	0	-9
> CCn1cc(CN2CCCC(C(=O)Nc3cccc(-n4cccn4)c3)C2)c(C)n1 (stereo unspecified)
 : -2	3	13	-6	-9	-1	3	-43	8	11	-11
> COCCn1c(CN2CCN(C(c3ccccc3)c3ccccc3)CC2)nc2c1c(=O)n(C)c(=O)n2C
 : -6	0	-10	3	6	5	7	0	6	-7	11
> O=C(CCc1nnc2ccc(N3CCC4(CC3)OCCO4)nn12)Nc1cc(F)ccc1F
 : -10	3	-1	-11	8	6	19	-3	-3	-5	-1
> O=C(c1ccco1)N1CCN(c2ncnc3scc(-c4ccc(Cl)cc4)c23)CC1
 : -13	1	-7	-24	-14	-16	6	9	8	-18	21
> CC(C)(C)c1ccc(C(=O)N2CCC2(C)C(=O)Nc2ccc3nc[nH]c3c2)cc1 (stereo unspecified)
 : /	/	/	/	0	-6	-9	-17	6	14	/
> C[C@@]12C(=O)N(c3ccc(Br)cc3)C(=O)N1[C@@H]1c3ccccc3OC[C@@H]1[C@H]2c1ccccc1
 : 5	-3	-2	-18	22	5	6	-7	-6	8	2
> O=C(Nc1cccc(Br)c1)c1cc2ccccc2o1
 : -7	-4	-31	-46	11	-80	-129	-82	6	-69	-60
> O=C(COC(=O)c1ccc(Cl)nc1)Nc1ccc2c(c1)OCO2
 : 0	8	-2	-7	-17	18	-7	2	-10	-16	20
> Nc1c(C(=O)c2ccc(Br)cc2)oc2ccccc12
 : -3	-2	-32	-35	-1	-30	-42	-59	4	-16	-15
> Cc1ccc(C)c(NC(=S)NCCN(C2CCCCC2)C2CCCC2)c1
 : -6	-5	-4	20	21	10	2	1	-2	-11	-13
> CCN1CCN(CCCNC(=O)c2ccccc2NC(=O)C2=C(C)OCCS2)CC1
 : -5	0	1	-17	-24	-19	-5	9	-11	3	-3
> COc1ccc(-c2cc(C)no2)cc1S(=O)(=O)N1CCOc2ccc(Cl)cc21
 : -11	-2	-2	-23	9	9	-39	-12	5	24	6
> O=C(N/N=C/c1ccccn1)c1ccc2nc[nH]c2c1
 : /	2	3	12	11	15	-7	14	-14	-13	0
> O=C(NCCN1C(=O)S/C(=C\c2ccc(Cl)c(Cl)c2)C1=O)c1cnccn1
 : -4	-2	1	-32	1	14	8	4	-1	12	-6
> CC(=O)N1CCN(c2ccc(NC(=O)c3ccc(C(C)(C)C)cc3)cc2)CC1
 : 3	-5	3	-14	8	-5	-54	0	6	52*	5
> Cc1cccc(N(CC(=O)NC2CCCC2)C(=O)CS(=O)CC(=O)Nc2ccc3c(c2)OCO3)c1C (stereo unspecified)
 : -14	-2	1	-32	-16	13	-3	-10	-3	-13	10
> Cc1nc(N2CCOCC2)sc1C(=O)NN
 : -4	2	7	-2	2	1	9	1	0	5	-25
> O=C(CC(=O)Nc1cc(Cl)ccc1Cl)Nc1cc(Cl)ccc1Cl
 : -15	-7	4	-22	-2	1	-25	-21	3	-22	5
> O=C(NCCCN1CCOCC1)C(=O)NCCc1ccccc1
 : 0	-29	3	4	-1	24	1	-7	-6	-12	-6
> CCN(C(=O)CSc1nnc(-c2ccccc2Cl)n1N)c1c(N)n(Cc2ccccc2)c(=O)[nH]c1=O
 : 3	-4	2	8	-7	7	3	0	1	2	-6
> CC[N+](C)(C)Cc1ccccc1Br
 : -12	4	83*	-9	-9	8	-20	3	-2	5	-5
> COC(=O)c1ccc(/C=N/OCC(=O)NC2CCCC(C)C2C)cc1 (stereo unspecified)
 : 5	0	1	6	5	-5	-15	8	8	11	14
> COc1ccc(C2C(C#N)=C(SCC(=O)Nc3ccc(C)cc3)NC3=C2C(=O)CC(C)(C)C3)cc1 (stereo unspecified)
 : 1	-7	9	-26	-6	21	15	4	-4	5	5
> C[C@H]1C=C(C(=O)NCc2ccccc2)O[C@@H](OCc2ccc(CO)cc2)C1
 : 4	-2	-8	-9	-7	-9	13	10	5	-8	-9
> Cc1ccccc1-n1cc[nH]c1=S
 : -13	2	-2	2	-13	16	14	16	-4	-4	-10
> O=C1CCC([N+](=O)[O-])C(c2cccc3ccccc23)N1 (stereo unspecified)
 : 2	-5	-3	-46	10	12	2	2	-7	-5	-6
> CCNc1nc(NC(C)C)nc(N(C#N)CC(=O)OC)n1
 : 2	-1	-5	4	-4	3	10	-3	1	10	6
> O=C(NCCN1CCOCC1)c1cccc(S(=O)(=O)Nc2ccc(Br)cc2)c1
 : -3	-3	-2	18	2	-3	-5	2	-7	-15	4
> CSc1ccccc1NC(=O)CN(C)CC(=O)Nc1ccc(N2CCOCC2)cc1
 : -1	-1	-24	-6	27	8	-13	3	-5	2	-7

Some of the entries so far, tab-delimited:
SMILES	TLR9-MyD88 block	Vif imaging	EBV LMP1 NFkB	NCOA2 inhibitor	TRAIL sens C8	SRC3 inh	NR5A2 inv ag	NCOA1 inh	NOD2 RIPK2 PPI	TROY signal inh	COUP-TFII inh
O=C(NCCN1CCOCC1)c1cccc(S(=O)(=O)Nc2ccc(Br)cc2)c1	-3	-3	-2	18	2	-3	-5	2	-7	-15	4
CSc1ccccc1NC(=O)CN(C)CC(=O)Nc1ccc(N2CCOCC2)cc1	-1	-1	-24	-6	27	8	-13	3	-5	2	-7

Further records
Fields – TLR9-MyD88 block	Vif imaging	EBV LMP1 NFkB	NCOA2 inhibitor	TRAIL sens C8	SRC3 inh	NR5A2 inv ag	NCOA1 inh	NOD2 RIPK2 PPI	TROY signal inh	COUP-TFII inh
> O=C(NCc1ccc2c(c1)OCO2)c1ccc2c(c1)C(=O)N(CC1CCCO1)C2=O (stereo unspecified)
 : -1	4	-8	-17	-7	3	4	4	-4	2	8
> Cc1oc(-c2ccccc2F)nc1CN1CCC(C(=O)NCc2cccs2)CC1
 : -6	-8	4	-4	21	1	19	-13	-6	9	9
> O=C(Nc1ccccc1)c1ccc2c(c1)OCCCO2
 : 2	3	10	-41	78*	-50	-156	-70	0	8	-24
> COc1ccccc1C(=O)Nc1ccnn1C1CCN(Cc2cc(C)c(C)cc2C)CC1
 : -12	-20	0	12	6	-14	3	-8	2	8	9
> Cc1nn(CCCC(=O)N2CCc3ccccc3C2)c(=O)c2cc3sccc3n12
 : -12	85*	4	1	30	-2	17	5	5	7	-10
> COc1c(C(C)C)cc(NC(C)=O)cc1C(C)C
 : 12	/	4	-11	-7	-11	4	-9	1	7	-13
> Cc1ccc(OCC(=O)N(Cc2ccccc2)c2ccccn2)cc1
 : -7	3	-5	7	-2	-2	0	-3	8	-1	6
> COc1ccc(CCC(=O)Nc2nnc(C(C)(C)C)s2)cc1
 : -2	-1	-6	-10	-2	-6	-10	-1	10	-2	14
> O=c1ccc2ccc(OCc3nnc(-c4ccccc4Br)o3)cc2o1
 : -10	1	0	5	-10	-22	-10	-24	1	-31	-10
> CC(OC(=O)c1cc(=O)[nH]c2ccccc12)C(=O)Nc1ccc(Cl)cn1 (stereo unspecified)
 : -11	-2	-3	-9	-23	-2	-13	-11	-3	16	16
